Assay outcomes as filed in PubChem.
Tcruzi prolif: T. cruzi proliferation inhibition; T. cruzi beta-gal in NIH3T3, GalScreen luminescence, 90 h; inhibition, % at 8.34 µM; 5.9% of 77,000 active; AID 624255;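 active = mean inhibition above about 93%, with at least 55% of replicates each passing it, limit read from the data, passing the limit was not always enough; inconclusive = only one of those two conditions holds; inactive = neither condition holds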
Pf Dd2 inh: inhibitors of Plasmodium falciparum Dd2 growth; AID 1159554; activity change, % at 10 µM; 2.3% of 94,000 active; P. falciparum Dd2 growth, SYBR Green, 72 h; stronger effect = lower value; in the data active = activity change below about -80%; inconclusive = no clear call, values can overlap the other calls
C diff growth: inhibitors of Clostridium difficile growth; AID 1259249; Clostridium difficile clinical isolate growth, OD600, 24 h; stronger effect = lower value; 0.25% of 86,000 active; growth activity, negative = inhibition, % at 16 µg/mL (by protocol);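 active = mean growth activity at or below -80% and every replicate also at or below -80%; inconclusive = mean at or below -80% but some replicate above -80%; inactive = mean growth activity above -80%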;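 also: 0% = DMSO wells and -100% = levofloxacin 16 µg/mL wells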
GASC1 inh: KDM4C (human) demethylase inhibition | GST-KDM4C 2-372, H3K9me3 peptide, LANCE TR-FRET | inhibition, % at 12.5 µM | 0.15% of 96,000 active;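 active = mean replicate inhibition above about 25%, with at least 55% of replicates also reaching it, limit read from the data, passing the limit was not always enough; inconclusive = only one of those two conditions met; inactive = neither condition met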
Target sequence (Q9H3R0 2-372 limits assumed): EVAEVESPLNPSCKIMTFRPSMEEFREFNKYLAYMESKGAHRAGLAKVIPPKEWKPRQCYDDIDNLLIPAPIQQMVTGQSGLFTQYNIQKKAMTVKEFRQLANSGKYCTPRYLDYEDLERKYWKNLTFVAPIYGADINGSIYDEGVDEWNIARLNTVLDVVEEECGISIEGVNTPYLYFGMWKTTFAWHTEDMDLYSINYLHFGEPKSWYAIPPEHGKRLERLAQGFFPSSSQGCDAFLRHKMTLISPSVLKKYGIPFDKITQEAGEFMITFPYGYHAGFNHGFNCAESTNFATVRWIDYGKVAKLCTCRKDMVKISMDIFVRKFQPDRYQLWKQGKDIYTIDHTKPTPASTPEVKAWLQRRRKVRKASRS
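material = GST-tagged GASC-1 (JMJD2C) catalytic fragment, aa 2-372 | amount = enzyme final amount 10 nM | medium = HEPES buffer, pH 7.5, plus ascorbate | also added = H3K9me3 peptide substrate, Fe(II), 2-oxoglutarate | dosing = single dose | times = 30 min demethylation and 1 h detection at room temperature | detection = LANCE TR-FRET | read-out basis = Fall in 671/618 emission ratio as inhibition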
An asterisk follows results filed as active; ? = inconclusive; / = not tested or not shown; & = joins results of further samples.

Structure	Tcruzi prolif	Pf Dd2 inh	C diff growth	GASC1 inh
Cc1noc(C)c1NC(=O)N(C)C[C@H]1Oc2ccc(NC(=O)NC(C)C)cc2C(=O)N([C@@H](C)CO)C[C@H]1C	-41	9	-7	-3.4
COCC(=O)N1CC2(C1)[C@H](c1ccc(C3=CCCC3)cc1)[C@@H](CO)N2C(=O)COC	/	-22	-11	0.0
CO[C@H]1CN(C)C(=O)c2cc(NC(=O)NC3CCCCC3)ccc2OC[C@H](C)N(CC2CC2)C[C@@H]1C	-19	-12	-2	1.2
O=C(Nc1ccccc1F)N[C@H]1CC[C@@H](CC(=O)N2CCCCC2)O[C@@H]1CO	23	18	/	5.9
O=C(Nc1ccc(C(F)(F)F)cc1)N[C@H]1CC[C@@H](CCNC(=O)c2ccccc2F)O[C@@H]1CO	41	-42	1	0.4
COc1ccc(S(=O)(=O)N(C)C[C@@H]2Oc3ccc(NC(=O)NC4CCCCC4)cc3C(=O)N([C@@H](C)CO)C[C@H]2C)cc1	55	2	3	-0.5
CO[C@@H]1CN(C)C(=O)c2cc(NC(=O)Cc3ccccc3)ccc2OC[C@@H](C)N(C)C[C@H]1C	-27	/	-1	1.8
C[C@H](CO)N1C[C@H](C)[C@H](CN(C)S(C)(=O)=O)Oc2c(NS(=O)(=O)c3ccccc3)cccc2C1=O	38	13	-8	0.4
COc1ccc(-c2ccc3c(c2)[C@@H]2[C@@H](CCN2C(=O)C2CCCC2)[C@H](CO)N3C)cc1	/	-67	-8	2.2
C[C@H](CO)N1C[C@H](C)[C@@H](CN(C)C(=O)c2ccccc2)Oc2cc(C3=CCCC3)ccc2S1(=O)=O	83	-42	-2	1.9
O=C(C[C@@H]1CC[C@H]2[C@@H](COC[C@@H](O)CN2C(=O)Nc2ccc(C(F)(F)F)cc2)O1)NCCc1ccncc1	44	7	-15	-1.6
O=C(NC1CCC1)[C@H]1[C@H](CO)[C@H]2Cn3c(ccc(-c4ccncc4)c3=O)[C@H]2N1CC1CC1	10	-4	-1	1.1
COc1ccc(S(=O)(=O)Nc2ccc3c(c2)C(=O)N([C@H](C)CO)C[C@H](C)[C@@H](CN(C)Cc2ccc(Cl)c(Cl)c2)O3)cc1	79	-16	16	-0.7
CCC(=O)N1[C@H](CO)[C@@H]2c3ccccc3N(C(=O)c3cnccn3)C[C@@H]21	53	9	7	0.9
CCCNC(=O)[C@H]1[C@H](CO)[C@H]2Cn3c(ccc(-c4ccc(OC)cc4)c3=O)[C@@H]1N2CC	/	-20	3	1.1

Complete entries, looked up by structure. Order of values: Tcruzi prolif, Pf Dd2 inh, C diff growth, GASC1 inh
CCC(=O)N1[C@H](CO)[C@@H]2c3ccccc3N(C(=O)c3cnccn3)C[C@@H]21 is listed with 53, 9, 7, 0.9
C[C@H](CO)N1C[C@H](C)[C@@H](CN(C)C(=O)c2ccccc2)Oc2cc(C3=CCCC3)ccc2S1(=O)=O is listed with 83, -42, -2, 1.9
CCCNC(=O)[C@H]1[C@H](CO)[C@H]2Cn3c(ccc(-c4ccc(OC)cc4)c3=O)[C@@H]1N2CC is listed with /, -20, 3, 1.1

More results:
Structure	Tcruzi prolif	Pf Dd2 inh	C diff growth	GASC1 inh
C[C@H]1CCCCO[C@H](CN(C)C)[C@@H](C)CN([C@@H](C)CO)C(=O)c2cc(NC(=O)CCC(F)(F)F)ccc2O1	0	-37	-2	0.7
O=C(C[C@H]1CC[C@H]2[C@@H](COC[C@@H](O)CN2C(=O)C2CCCC2)O1)NCc1ccncc1	-34	16	/	1.9
C[C@@H]1CN([C@H](C)CO)C(=O)c2cc(NC(=O)NC3CCCCC3)ccc2O[C@H]1CN(C)S(=O)(=O)c1ccc(Cl)cc1	18	5	-1	-0.1
C[C@H](CO)N1C[C@H](C)[C@H](CN(C)S(C)(=O)=O)Oc2ccc(NC(=O)Nc3cccc4ccccc34)cc2C1=O	/	5	-1	1.0
C[C@@H]1CN([C@@H](C)CO)C(=O)c2c(c3ccccc3n2C)-c2ccccc2CO[C@@H]1CN(C)S(=O)(=O)CC(F)(F)F	47	20	-5	-1.3
O=C(C[C@@H]1C[C@H]2c3cc(NC(=O)C4CCOCC4)ccc3O[C@H]2[C@H](CO)O1)NCc1ccncc1	19	10	-6	?
CNC[C@@H]1Oc2ccc(NC(=O)CCN3CCOCC3)cc2C(=O)N([C@H](C)CO)C[C@H]1C	23	4	-1	-0.8
COc1cccc(-c2ccc([C@H]3[C@@H](CO)N(C(=O)c4ccccn4)[C@H]3C#N)cc2)c1	?	-51	5	-6.1
CCCNC(=O)N(C)C[C@@H]1Oc2ncc(-c3cccc(C#N)c3)cc2C(=O)N([C@@H](C)CO)C[C@@H]1C	/	20	-1	1.5
COc1ccc(-c2ccc([C@@H]3[C@@H](C#N)N(C(=O)NC4CCCC4)[C@H]3CO)cc2)cc1	85	-72	-6	-1.7
O=C(c1ccccc1F)N1CC[C@@H]2[C@@H](CO)Nc3ccc(C#Cc4ccccc4F)cc3[C@@H]21	28	-59	44	-1.1
CN1C(=O)c2cc(NS(=O)(=O)c3ccccc3F)ccc2OC[C@H]2O[C@@H](CC(=O)NC3Cc4ccccc4C3)CC[C@H]21	38	/	88	-0.3
COc1cccc(-c2ccc3c(c2)O[C@@H](CN(C)C)[C@H](C)CN([C@H](C)CO)S3(=O)=O)c1	/	-3	-1	0.4
Cc1ccc(S(=O)(=O)Nc2ccc3c(c2)C(=O)N([C@H](C)CO)C[C@H](C)[C@H](CN(C)Cc2ccc(Cl)c(Cl)c2)OCCCC[C@H](C)O3)cc1	/	-50	44	0.2
COCC#Cc1ccc([C@@H]2[C@@H](CO)N3C(=O)CN(C(=O)C4CCCCC4)C[C@H]23)cc1	/	1	8	-0.4

The list goes on:
Structure	Tcruzi prolif	Pf Dd2 inh	C diff growth	GASC1 inh
CCC(=O)N(C)C[C@@H]1Oc2cc(/C=C/c3ccccc3)ccc2S(=O)(=O)N([C@@H](C)CO)C[C@H]1C	64	-70	-5	-1.4
O=C(NCC[C@H]1CC[C@@H](NS(=O)(=O)c2ccc(F)cc2)[C@H](CO)O1)Nc1ccc(Cl)cc1	-57	7	/	-1.2
O=C(C[C@@H]1C=C[C@H](NS(=O)(=O)c2ccc(F)cc2)[C@@H](CO)O1)NCCc1ccncc1	-17	14	-6	-0.8
CCC(=O)Nc1ccc2c(c1)C(=O)N(C)C[C@H](OC)[C@H](C)CN(Cc1ccccc1F)[C@@H](C)CO2	9	-61	/	0.3
COc1ccc(CNC(=O)C[C@@H]2C=C[C@@H](NS(=O)(=O)c3cccc(OC)c3)[C@H](CO)O2)cc1	/	/	2	-0.3
CCCC(O)C#Cc1cnc2c(c1)C(=O)N([C@H](C)CO)C[C@H](C)[C@H](CN(C)C(=O)Nc1c(C)noc1C)O2 (stereo partly specified)	19	38	-4	-1.9
COCC#Cc1ccc2c(c1)O[C@@H](CN(C)C(=O)Nc1ccccc1F)[C@@H](C)CN([C@H](C)CO)S2(=O)=O	46	-72	0	-1.2
C[C@@H]1CCCCO[C@H](CN(C)C(=O)Nc2ccc3c(c2)OCO3)[C@@H](C)CN([C@H](C)CO)C(=O)c2cc(NC(=O)c3ccncc3)ccc2O1	5	46	3	2.7
CC(C)NC(=O)Nc1ccc2c(c1)C(=O)N([C@H](C)CO)C[C@@H](C)[C@H](CN(C)C(=O)C1CCCCC1)OCCCC[C@H](C)O2	-12	-1	-11	-1.5
C[C@@H]1CN([C@H](C)CO)C(=O)Cc2cc(NC(=O)Nc3cccc4ccccc34)ccc2O[C@H]1CN(C)Cc1ccc2c(c1)OCO2	?	8	-3	-0.3
Cc1ccc(-c2ccc([C@@H]3[C@H](CO)N4CCCCN(C)C[C@@H]34)cc2)cc1	85	-21	-2	-0.9
COCC(=O)N1C[C@H]2[C@@H](c3ccccc31)[C@H](CO)N2Cc1cc(F)ccc1F	58	9	2	-0.3
O=C(C[C@H]1C[C@H]2c3cc(NC(=O)c4cccnc4)ccc3O[C@H]2[C@H](CO)O1)NCc1ccncc1	-29	2	0	1.0
CCCN(C)C[C@@H]1Oc2cc(C#Cc3ccccn3)ccc2S(=O)(=O)N([C@@H](C)CO)C[C@@H]1C	52	-77	6	-1.2
COc1ccc(CN(C)C[C@H]2Oc3ccc(NC(=O)Nc4ccc(C(F)(F)F)cc4)cc3C(=O)N([C@H](C)CO)C[C@H]2C)cc1	15	10	-10	-1.2

The results go on:
Values run as follows: Tcruzi prolif, Pf Dd2 inh, C diff growth, GASC1 inh
C[C@@H]1CN([C@@H](C)CO)C(=O)c2ccccc2-c2ccccc2CO[C@@H]1CN(C)Cc1ccc(O)cc1
  4, -16, /, -1.3
CC(=O)N1[C@H](CN(C(=O)c2ccccc2)C(C)C)[C@H](c2ccccc2)[C@@H]1CO
  40, -1, 3, 1.9
CCCNC(=O)N1C[C@H](O)COC[C@@H]2O[C@H](CC(=O)N[C@@H]3CCN(Cc4ccccc4)C3)CC[C@H]21
  -31, /, -2&-3, -1.9
C[C@@H]1CN([C@@H](C)CO)C(=O)c2cccc(NS(=O)(=O)c3ccccc3)c2O[C@H]1CN(C)C(=O)Nc1ccc2c(c1)OCO2
  30, -7, -2, 0.2
C[C@@H]1CCCCO[C@H](CN(C)C(=O)c2ccccc2)[C@@H](C)CN([C@@H](C)CO)C(=O)c2cc(NC(=O)Nc3ccccc3)ccc2O1
  /, -55, /, -1.0
CC(C)NC(=O)Nc1ccc2c(c1)C(=O)N([C@@H](C)CO)C[C@H](C)[C@@H](CN(C)S(=O)(=O)c1cccs1)O2
  -79, 6, /, 0.3
C[C@@H]1CN([C@H](C)CO)C(=O)c2cc(NS(=O)(=O)c3cn(C)cn3)ccc2O[C@H]1CN(C)C(=O)Nc1ccc(F)cc1
  34, 22, /, 15
CO[C@H]1CN(C)C(=O)c2cc(NC(=O)C3CC3)ccc2OC[C@H](C)N(C(=O)c2cccnc2)C[C@H]1C
  -45, -4, /, 1.0
COc1cccc(NC(=O)N2CC(=O)N3[C@H](C2)[C@H](c2ccc(C#CCC4CCCC4)cc2)[C@@H]3CO)c1
  /, -44, 70, -1.6
N#C[C@@H]1N[C@@H](CO)[C@@H]1c1ccc(C#CC2CCCCC2)cc1
  94, 11, -7, 1.3

2 compounds drawn at random from those above, as already listed:
Values run as follows: Tcruzi prolif, Pf Dd2 inh, C diff growth, GASC1 inh
C[C@@H]1CN([C@@H](C)CO)C(=O)c2cccc(NS(=O)(=O)c3ccccc3)c2O[C@H]1CN(C)C(=O)Nc1ccc2c(c1)OCO2
  30, -7, -2, 0.2
CC(=O)N1[C@H](CN(C(=O)c2ccccc2)C(C)C)[C@H](c2ccccc2)[C@@H]1CO
  40, -1, 3, 1.9

Other entries
Values run as follows: Tcruzi prolif, Pf Dd2 inh, C diff growth, GASC1 inh
C[C@@H]1CN([C@H](C)CO)S(=O)(=O)c2ccc(-c3ccncc3)cc2O[C@H]1CN(C)Cc1ccccc1
  ?, -59, -5, -0.8
O=C1CN(S(=O)(=O)c2ccccc2)C[C@H]2[C@@H](c3ccc(C4=CCCC4)cc3)[C@H](CO)N12
  /, -5, 0, 2.1
C/C=C/c1ccc([C@@H]2[C@H](CO)N3C(=O)CN(C(=O)Nc4ccc(OC)cc4)C[C@@H]23)cc1
  /, -11, 7, -0.7
O=C(C[C@H]1CC[C@H](NC(=O)C2CC2)[C@@H](CO)O1)NC1CCC1
  -30, 26, /, 5.8
COCC(=O)N(C)C[C@@H]1Oc2cc(-c3cccnc3)ccc2S(=O)(=O)N([C@H](C)CO)C[C@@H]1C
  -5, -18, 3, 0.8
C[C@@H]1CCCCO[C@H](CN(C)Cc2ccc(C(F)(F)F)cc2)[C@@H](C)CN([C@H](C)CO)C(=O)c2cc(NS(=O)(=O)c3cccs3)ccc2O1
  23, -6, 9, 0.2
C[C@@H]1CN([C@@H](C)CO)C(=O)c2cc(NC(=O)Cc3ccccc3)ccc2O[C@@H]1CN(C)Cc1ccc(Cl)c(Cl)c1
  105*, 1, 14, -0.2
C[C@@H]1CN([C@@H](C)CO)C(=O)c2cccc(NS(C)(=O)=O)c2O[C@H]1CN(C)S(=O)(=O)c1ccc(F)cc1
  -85, 20, /, 0.8
O=C(C[C@@H]1CC[C@H](NS(=O)(=O)c2ccccc2)[C@@H](CO)O1)NCc1ccccc1F
  -6, 6, -10, 1.6
COc1ccc(CN(C)C[C@H]2Oc3c(NC(=O)NC4CCCCC4)cccc3C(=O)N([C@@H](C)CO)C[C@@H]2C)cc1
  57, -43, -15, 0.3

Further compounds:
Values run as follows: Tcruzi prolif, Pf Dd2 inh, C diff growth, GASC1 inh
CCC(=O)N1CC(=O)N2[C@@H](CO)[C@H](c3ccc(C#CC4CCCCC4)cc3)[C@@H]2C1
  /, 30, 29, -0.7
CCC(=O)Nc1ccc2c(c1)C(=O)N(C)C[C@@H](OC)[C@@H](C)CN(Cc1ccccc1F)[C@H](C)CO2
  43, -23, /, 2.8
C[C@@H]1CN([C@@H](C)CO)C(=O)c2cc(C3=CCCC3)cnc2O[C@H]1CN(C)Cc1cccc(F)c1
  103, -29, -1, 6.1
CO[C@H](CN(C)C(=O)c1cnccn1)[C@H](C)CN([C@@H](C)CO)S(=O)(=O)c1ccc(F)cc1
  -48, 14, /, 0.2
